SK-BR-3 tox 24h: SK-BR-3 proliferation inhibitors; actives 0.47% (n = 41,000); SK-BR-3 viability, CellTiter-Glo ATP luminescence, 24 h; stronger effect = lower value; viability, % at 10 µM; AID 847;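 active means viability at or below the median of all test compounds minus 3 SD, in both replicates if run twice, cut at about 45% in these data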;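 further: 100% = median untreated cell wells and 0% = median positive control drug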
Active calls of the source: *.

SMILES | SK-BR-3 tox 24h
COc1ccc(-c2c3c(=O)n(C)c(=O)n(C)c3cn2Cc2ccccn2)cc1 | 121
CCn1c(SCCC(=O)O)nnc1-c1cccnc1 | 99
Cc1ccc(-c2c(C)c(-c3ccc(F)cc3)nc(N)c2C#N)o1 | 83
COCCCNC(=O)CN(c1ccc(OC)cc1)S(=O)(=O)c1ccc(NC(C)=O)cc1 | 107
CCc1c(C(=O)NCc2ccccc2Cl)[nH]c(C)c1C(C)=O | 97
Brc1[nH]nc2ccccc12 | 73
CN(CCC#N)CC(=O)Nc1ccc(NC(=O)CN(C)CCC#N)cc1 | 87
COC(=O)C1=CNC=C(C(=O)OC)C1c1ccccc1Cl | 100
CCOc1ccc(/C(O)=C2/C(=O)C(=O)N(c3cc(C)on3)C2c2ccc(C(=O)OC)cc2)cc1 (configuration not stated) | 95
Cn1c(SCC(=O)NCc2ccco2)nnc1-c1ccc(S(=O)(=O)N2CCOCC2)cc1 | 82
COc1cc2c(cc1OC)C(c1ccc3c(c1)OCO3)C1=C(CC(C)(C)CC1=O)N2 (configuration not stated) | 86
Cc1cc(C)c2c(N=CN(C)C)c(C(=O)N3CCN(c4ncccn4)CC3)sc2n1 | 84
O=S(=O)(N1CCOCC1)N1CCCN(S(=O)(=O)N2CCOCC2)CC1 | 105
O=C(COc1ccccc1)Nc1nc(-c2ccc(S(=O)(=O)N3CCOCC3)cc2)cs1 | 97
Cc1occc1C(=O)Nc1cccc(Cn2cccn2)c1 | 81
COc1ccccc1C(=O)Nc1cccc(N(C)S(C)(=O)=O)c1 | 100
Cc1cc2c(c(=O)n1C)C(Cc1ccccc1)C(C#N)=C(N)O2 (configuration not stated) | 94
COc1cc2cc(CN(Cc3nnnn3C3CCCC3)C3CCCC3)c(=O)[nH]c2cc1OC | 83
C=CCn1c(N)c(C(=O)Nc2ccccc2)c2nc3ccccc3nc21 | 95
O=C(C1CCC1)N1CCC(c2nc3c(nnn3Cc3c(F)cccc3Cl)c(=O)[nH]2)CC1 | 78
CC(C)(C)NC(=O)Cn1cc(C#N)c2cc(Br)ccc21 | 104
CCOC(=O)CN1C(=O)C(O)(CC(=O)c2cccc(OC)c2)c2ccccc21 (configuration not stated) | 89
CCSc1nnc(-c2ccccc2NC(C)=O)c(=O)[nH]1 | 68
CCOC(=O)CNC(=O)c1cn(C)c(=O)c2cc(OC)c(OC)cc12 | 71
COC(=O)c1ccc(NC(=O)CSc2nnc(-c3ccncc3)n2N)cc1 | 103
Cn1c(=O)c2ncn(CC(=O)NCCOc3ccccc3)c2n(C)c1=O | 97
CCCc1cc(=O)[nH]c(SCC(=O)N(C)Cc2ccccc2)n1 | 90
CC1CCCCN1C(=O)c1cc(F)c(F)cc1Cl (configuration not stated) | 99
CCn1c(COc2ccccc2C)nnc1SCC(=O)Nc1ccc2c(c1)OCCO2 | 92
Cc1ccc(C)c(CSc2nnc(CCN)o2)c1 | 92
CCOC(=O)N1CCN(c2ccc3nnnn3n2)CC1 | 93
CCOc1ccc(CC2S/C(=N/c3ccccn3)NC2=O)cc1 (configuration not stated) | 69
COc1ccc(-c2nnn(CC(=O)N(C3CCCC3)C(C)C(=O)NC3CCCC3)n2)cc1OC (configuration not stated) | 95
CCC(Sc1nc2n[nH]c(C)c2c(=N)n1-c1cccc(Cl)c1)C(=O)NCCOC (configuration not stated) | 87
CCSC1=C(C#N)C(c2cccs2)C(C(=O)OC)=C(C)N1 (configuration not stated) | 72
COC(=O)COc1ccc(S(=O)(=O)NCCC2=CCCCC2)cc1 | 87
O=C(Nc1ccc(S(=O)(=O)N2CCCC2)cc1)c1ccc(CN2CCOCC2)cc1 | 81
COC(=O)c1c(C)oc2ccc(NS(=O)(=O)c3cccs3)cc12 | 98
CSc1cccc(NS(=O)(=O)c2cccc3nsnc23)c1 | 99
CC(C)c1[nH]nc2c1C(C(C)C)C(C#N)=C(N)O2 (configuration not stated) | 83
O=C(NCC1CCCO1)C1CCN(CC2CCCCC2)CC1 (configuration not stated) | 89
Cc1cc(C)cc(N(CC(=O)NCC2CCCO2)C(=O)CCC(=O)Nc2cc(C)on2)c1 (configuration not stated) | 118
CCc1ccc(CCC(=O)Nc2nnc(CC)s2)o1 | 97
O=C(CCCN1C(=O)CCC1=O)Nc1cccc(C(F)(F)F)c1 | 98
O=C(NCCO)c1ccc(-c2nnc(N3CCOCC3)c3ccccc23)cc1 | 102
CCOC(=O)c1cc2c(ccn2C)n1CC(=O)N1CCN(c2ccccc2OC)CC1 | 80
CC1(C)C(=O)C2(CCCC2)C(=O)OC1c1ccco1 (configuration not stated) | 97
COc1ccc(OC)c(C2/C(=C(\O)c3c(C)nc4ccccn34)C(=O)C(=O)N2CCCN(C)C)c1 (configuration not stated) | 109
CCCc1cc(=O)[nH]c(Nc2ccc(N3CCCCC3)cc2)n1 | 69
COc1ccc(CCNC(=O)c2cc(-c3ccccc3)on2)cc1OC | 96
Cc1ccc(S(=O)(=O)Cn2nnnc2C(c2ccc(F)cc2)N2CCC(C(N)=O)CC2)cc1 (configuration not stated) | 75
COc1ccc(-c2nnc(SCc3ccccc3)n2N)cc1 | 105
CCN(CC)C(=O)c1sc(NC(=O)c2ccoc2C)c(C(=O)OC)c1C | 100
CC1(C)Cc2noc(N)c2C(C)(C)N1OC(=O)c1ccccc1 | 98
O=C(O)CC1CCS(=O)(=O)C1 (configuration not stated) | 113
CCOC(=O)N(C)OC(=O)Nc1ccc(Cl)c(Cl)c1 | 92
Cc1ccc(-c2nc3ccccc3c(=O)n2CCN2CCOCC2)cc1 | 96
Cc1nn(C)cc1/C=N/O | 70
CN1CCCCc2c1nc1ccccc1c2N (tested in a mixture with another compound) | 58
CCCNC(=O)c1nc2ncc(Br)cn2n1 | 108

The list continues:
SMILES | SK-BR-3 tox 24h
O=C(O)c1ccccc1OCCOc1ccccc1C(=O)O | 77
Cn1c(=O)c2c(nc(N3CCNCC3)n2Cc2cccc3ccccc23)n(C)c1=O | 95
O=C(O)CCN1Cc2ccccc2C1=O | 111
O=C(c1ccc(N2C(=O)CCC2=O)cc1)N1CCN(c2ccccc2)CC1 | 93
CC(=O)Nc1cccc(Cl)c1C(=O)O | 90
CC(C)COC(=O)n1c(=O)oc2cc(S(=O)(=O)N3CCCCC3)ccc21 | 82
CCc1nnc(NC(=O)CSc2nnc(CSc3nc(C)cc(C)n3)o2)s1 | 102
CCCOC(=O)C1=C(C)NC2=C(C(=O)CC(C)(C)C2)C1c1ccc(N(C)C)cc1 (configuration not stated) | 82
O=C(Cc1cccs1)Nc1ccccc1NC(=O)Cc1cccs1 | 83
O=C(NCc1cccs1)c1cccc(N2CCCC2=O)c1 | 95
O=C(Nc1ccc(N2CCCC2)c(Cl)c1)c1ccc(Br)o1 | 80
C=C(C)CSc1nc2ncccc2[nH]1 | 105
Cc1cc(C)nc(Nc2n[nH]c(COc3ccccc3)n2)n1 | 85
Cn1c(CN2CCCC2)nc2cc(NS(=O)(=O)c3ccccc3)ccc21 | 79
C=CCOc1ccccc1/C=c1\sc2nc(-c3oc4ccccc4c3C)nn2c1=O | 83
Nc1cccc2cnccc12 | 106
Cc1cc(=O)c2n(Cc3ccc(Cl)cc3)nc[n+]2[nH]1 | 97
COc1ccc(OC)c(N(CC(=O)NCCSc2ccccc2)S(C)(=O)=O)c1 | 81
CN(C)c1ccc(CNC23CN4CN(CN(C4)C2)C3)cc1 | 99
CCOC(=O)N1CCN(c2nc(-c3ccco3)cc(C(F)(F)F)n2)CC1 | 90
CN(C)S(=O)(=O)c1ccc(C(=O)Nc2ccccc2OC(F)(F)C(F)F)cc1 | 85
O=C(NC1CCCCC1)c1ccc(Br)o1 | 98
CCc1nc2ccccc2c(C(=O)OCC(=O)NCCCN2CCCC2=O)c1C | 83
CCCC(=O)Nc1ccc(-c2nc3cc(C)c(C)cc3o2)cc1 | 133
CCNc1nc(N)nc(Oc2ccc(OCCOc3ccc(Cl)cc3Cl)nn2)n1 | 106
CCN(CCCc1ccccc1)CCCc1ccccc1 | 82
Cc1cc2n(n1)SC(Nc1ccccc1)N2 (configuration not stated) | 97
c1ccc2c(c1)Cn1c-2nc2ccccc21 | 116
CCCc1[nH]nc2c1C(c1cccc(OC)c1)C(C#N)=C(N)O2 (configuration not stated) | 81
C=CCNC(=O)C1CC(=O)N(c2ccc(Br)cc2)C1 (configuration not stated) | 83
CCCCCOC(=O)C1=C(C)Nc2nnnn2C1c1ccc(OC)c(OC)c1OC (configuration not stated) | 72
Cc1ccnc(NC(=O)CCC2COc3ccccc3O2)c1 (configuration not stated) | 84
COc1ccc(/C(CC2(O)C(=O)Nc3ccccc32)=N\O)cc1 (configuration not stated) | 98
CC(C)=CC(=O)Nc1ccccc1C(N)=O | 88
CCOc1cc(C2C(C#N)=C(N)Oc3n[nH]c(CC)c32)ccc1OCCN1CCOCC1 (configuration not stated) | 137
Cc1nn(-c2ccccc2)c2c1C(c1ccc(F)cc1F)C(C#N)=C(N)O2 (configuration not stated) | 85
CCn1c(SCC(=O)Nc2nccs2)nnc1-c1ccccc1 | 93
CC(C)OC(=O)c1ccc(NC(=O)C2C3CC4OC(=O)C2C4C3)cc1 (configuration not stated) | 79
CCc1ccc(CNc2ccc3c(c2)ncn3C)cc1 | 66
CCOC(=O)c1cnc2c(Cl)c(Cl)ccc2c1N1CCN(C)CC1 | 94
Cc1ccc(NC(=O)N2CCC(O)(c3ccc(Cl)cc3)CC2)cc1 | 77
CCOC(=O)CSc1nc(CC)nc2ccccc12 | 93
Cc1ccc(O)c(CC(C)C)n1 | 86
CC(=O)Nc1ccccc1NC(=O)CN(C)S(=O)(=O)c1ccc(C)cc1 | 89
CC(=O)/C(C#N)=C1\NC(=O)C(Cc2ccccc2Cl)S1 (configuration not stated) | 73
O/N=C/c1ccc(OCC(O)COc2ccc(/C=N/O)cc2)cc1 | 80
COC(=O)C1C2C=CC3(CN(c4cccc(C)c4)C(=O)C13)O2 (configuration not stated) | 119
CCCNC(=O)C(NS(=O)(=O)c1cccc2nsnc12)c1ccccc1 (configuration not stated) | 90
CCSc1nc2ccccc2n1Cc1nc(N)nc(N(C)C)n1 | 83
CCCC(=O)Nc1cc2c(cc1C(=O)c1ccccc1)OCCO2 | 84
CCn1c(CCNC(=O)c2cccs2)nnc1SCC(=O)NC1CCCCC1 | 95
CCC(CCC(=O)Nc1ccn(-c2ccccc2)n1)C(=O)O (configuration not stated) | 96
CCc1cc(C(=O)COc2ccccc2F)c(O)cc1O | 112
Cc1cc(C(=O)NCCC2=CCCCC2)no1 | 83
Cc1cc(C)nc(SCc2nnc(SCC(=O)N3CCCc4ccccc43)n2C)n1 | 105
CC1(C)CC(N2CCN(c3ccccc3)CC2)=CC(=[N+]2CCCC2)C1 | 83
CS(=O)(=O)Cc1nc2ccccc2oc1=O | 90
O=C(O)C12CC3CC(C1)CC(n1cnc(Cl)n1)(C3)C2 | 82
CC(C)(Oc1ccc(Cl)cc1)C(=O)OCC(=O)N1CCCC1 | 76
CN(Cc1ccccc1)C(=O)c1ccccc1NC(=O)c1ccco1 | 78

In the list so far, two contain a CF3 group:
SMILES | SK-BR-3 tox 24h
O=C(CCCN1C(=O)CCC1=O)Nc1cccc(C(F)(F)F)c1 | 98
CCOC(=O)N1CCN(c2nc(-c3ccco3)cc(C(F)(F)F)n2)CC1 | 90

Further structures follow:
SMILES | SK-BR-3 tox 24h
Cc1ccc(-c2nnn(CC(=O)N(Cc3cccs3)C(C(=O)NC(C)(C)C)c3ccco3)n2)o1 (configuration not stated) | 83
Cc1cccc(NC(=O)CCNS(=O)(=O)c2cccc3nsnc23)c1 | 105
O=C(c1ccccc1CCc1ccccc1)N1CCOCC1 | 93
CN1/C(=C\C(=O)COC(=O)C2COc3ccccc3O2)C(C)(C)c2ccccc21 (configuration not stated) | 86
C=CCn1c(=O)c(C(=O)NCCN(CC)CC)c(O)c2ccccc21 | 83
O=C(O)C1CCCNC1 (configuration not stated) | 100
Cn1c(=O)c2ncn(CC(=O)Nc3ccc4c5c(cccc35)CC4)c2n(C)c1=O | 91
CC(=O)C1=C(O)C(=O)N(Cc2ccco2)C1c1ccc(F)cc1 (configuration not stated) | 88
Cc1nc(SCC(=O)Nc2c(C)n(C)n(-c3ccccc3)c2=O)n[nH]1 | 93
O=S(=O)(/N=C/c1ccccc1O)c1cccs1 | 73
COc1ccc(NC(=O)C2CCCN(c3c4c(nc5ncnn35)CCC4)C2)cc1OC (configuration not stated) | 97
COC(=O)CSc1nnc([C@H](Cc2ccccc2)NC(=O)OC(C)(C)C)o1 | 79
COc1ccc(S(=O)(=O)NCc2ccco2)cc1-c1nnc2c3ccccc3c(C)nn12 | 78
COc1ccc(S(=O)(=O)Nc2ccc3c(c2)OCCO3)cc1Cl | 95
Cc1ccc(NC(=O)N(C2=NCC(C)S2)c2ccccc2)cc1 (configuration not stated) | 97

Among those listed so far, three have a tert-butyl group.
SMILES | SK-BR-3 tox 24h
CC(C)(C)NC(=O)Cn1cc(C#N)c2cc(Br)ccc21 | 104
Cc1ccc(-c2nnn(CC(=O)N(Cc3cccs3)C(C(=O)NC(C)(C)C)c3ccco3)n2)o1 (configuration not stated) | 83
COC(=O)CSc1nnc([C@H](Cc2ccccc2)NC(=O)OC(C)(C)C)o1 | 79

For convenience, part of the list above:
SMILES | SK-BR-3 tox 24h
Cc1cccc(NC(=O)CCNS(=O)(=O)c2cccc3nsnc23)c1 | 105
O=C(c1ccccc1CCc1ccccc1)N1CCOCC1 | 93
CN1/C(=C\C(=O)COC(=O)C2COc3ccccc3O2)C(C)(C)c2ccccc21 (configuration not stated) | 86

Source: PubChem BioAssay

These rows are one share of the data; count on the stated rates, not on these rows.
